S-ASM inh – inhibitors of human secretory acid sphingomyelinase. P17405. placental ASM, HMU-PC fluorogenic substrate, 60 min. Potency, µM (doses to about 57.5 µM), without a hit: at the highest dose activity change, negative = inhibition, hits mostly inhibitors. actives 0.006% (n = 340,000). AID 504937; further: potency means the concentration at half of the fitted maximal effect
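Human placenta-derived ASM preincubated with compound 10 min at room temperature, then reacted with 9 uM (final) fluorogenic HMU-PC substrate for 60 min at 37 C. Stop solution raises pH to 10; fluorescence read at Ex 386/Em 447 nm.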
TRPV1 ag – agonists of human vanilloid receptor 1 (TRPV1). TRPV1-expressing cells, Fluo-8 calcium influx, agonist mode. Q8NER1. actives 0.19% (n = 320,000). activation, % at 8.33 µM; in the data active means activation above about 80%; inconclusive means between about 30% and that limit; further: 0% is about no effect
Target sequence (Q8NER1 whole entry, looked up): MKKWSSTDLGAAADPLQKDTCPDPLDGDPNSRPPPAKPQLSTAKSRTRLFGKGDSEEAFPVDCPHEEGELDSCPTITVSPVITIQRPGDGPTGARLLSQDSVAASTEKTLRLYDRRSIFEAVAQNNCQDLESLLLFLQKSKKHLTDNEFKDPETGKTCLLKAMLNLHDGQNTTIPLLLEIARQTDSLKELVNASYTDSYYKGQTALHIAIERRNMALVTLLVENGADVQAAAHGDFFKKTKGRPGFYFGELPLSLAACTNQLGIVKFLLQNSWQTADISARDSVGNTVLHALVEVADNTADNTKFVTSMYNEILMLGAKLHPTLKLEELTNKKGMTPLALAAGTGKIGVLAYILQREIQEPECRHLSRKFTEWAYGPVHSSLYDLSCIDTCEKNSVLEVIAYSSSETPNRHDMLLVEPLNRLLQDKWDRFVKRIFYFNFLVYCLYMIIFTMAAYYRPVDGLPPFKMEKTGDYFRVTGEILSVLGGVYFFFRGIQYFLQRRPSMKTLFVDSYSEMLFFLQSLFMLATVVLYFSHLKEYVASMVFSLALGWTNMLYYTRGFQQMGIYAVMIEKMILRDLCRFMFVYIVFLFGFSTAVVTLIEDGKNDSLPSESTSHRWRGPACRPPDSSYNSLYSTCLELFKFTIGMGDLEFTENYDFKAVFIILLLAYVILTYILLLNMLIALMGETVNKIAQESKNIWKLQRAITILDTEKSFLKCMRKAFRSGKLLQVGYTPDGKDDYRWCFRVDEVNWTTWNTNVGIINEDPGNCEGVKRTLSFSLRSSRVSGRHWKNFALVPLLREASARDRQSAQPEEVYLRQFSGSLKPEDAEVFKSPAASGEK
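Fluo-8 calcium influx in TRPV1-expressing cells, kinetic read (ex 480/em 520 nm). Compound added and read 3 min for agonist activity, followed by capsaicin at EC20 final and 2 min further read for enhancement.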
MBNL1-CUG inh – inhibitors of human MBNL1 binding to CUG repeat RNA; Q9NR56; Potency, µM (series often up to 57.5 µM), for the others: at the top dose activity change, negative = inhibition, hits mostly inhibitors; actives 0.036% (n = 280,000); TR-FRET MBNL1-His/biotin-(CUG)12 binding, 665/545 ratio; AID 2675; active means well fitted inhibition curve with a large enough effect in the signal ratio, with a control signal flat, not every such curve was filed as active; inconclusive means small, poorly fitted or top-dose-only effect, or effect the other way, or a change in a side signal; inactive means no such curve, though single readings can be large or run the other way; the % refers to the signal ratio; further: potency means the concentration at half of the fitted maximal effect; on the % scale 0 is the no-effect control and ±100 the full control effect
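Compounds (final 92 nM to 58 uM) are added to His-tagged MBNL1 and biotin-(CUG)12, then terbium anti-His antibody and streptavidin-XL665 (5 nM final). After 60 min at room temperature, the 665/545 nm ratio is read.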
AT treatment – potential ataxia-telangiectasia treatment | actives 0.19% (n = 320,000) | […] A-T fibroblasts, KAP-1 phosphorylation AlphaLISA; neocarzinostatin DNA damage 30 min before lysis | Potency, µM (series often up to 57.5 µM), for inactives: at the highest dose activation, most hits filed as activators; further: potency means the concentration at half of the fitted maximal effect; % of control where 0% means no effect; nearly all actives have a fitted effect of over 45% in size
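ATM-like activity read as KAP-1 phosphorylation via AlphaLISA donor/acceptor antibody pairs after lysis and 6 hr at 25C. Cells were ATM-null patient fibroblasts ([…], hTERT), dosed 60 min, then exposed to the DSB inducer NCS for 30 min.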
KCNH2 WT inh – blocks the wildtype human KCNH2 potassium channel; activity change, % at 1.84 µM; U2OS, BacMam KCNH2, thallium flux FluxOr; stronger effect = lower value; Q12809; actives 0.37% (n = 340,000);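 active means maximum activity change below -70%; inconclusive means maximum activity change between -70% and -50%; inactive means maximum activity change above -50%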; further: on the % scale 0 is the no-effect control and ±100 the full control effect
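U2OS cells transduced with wild-type KCNH2 virus are loaded with FluxOr dye for 45 min, and thallium flux is measured in kinetic reads before and after stimulation buffer. Rate constants are normalized to DMSO controls.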
MLL CXXC-DNA inh – MLL CXXC-DNA interaction inhibition; Q03164; MLL-CXXC / FITC-HOXA9 DNA fluorescence polarization; actives 0.037% (n = 290,000); Potency, µM (highest dose often 115 µM), without a hit: top-dose activity change, negative = inhibition, most hits filed as inhibitors; active means well fitted inhibition curve with a large enough effect in the polarisation, with a control signal flat, not every such curve was filed as active; inconclusive means small, poorly fitted or top-dose-only effect, or effect the other way, or a change in a side signal; inactive means no such curve, though single readings can be large or run the other way; the % refers to the polarisation; further: potency means the concentration at half of the fitted maximal effect
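Steps: dispense CXXC domain solution (7 uM) → pin compounds or unlabeled HOX-A9 DNA control → 5 min ambient → add FLSN-HOX-A9 solution (50 nM) → spin → 30 min ambient → fluorescence polarization. Tris pH 7.5/NaCl/DTT/BSA buffer.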
Integrin act MD – activators of alpha7 integrin expression for muscular dystrophy; alpha7betagal myoblasts, beta-gal FDG fluorescence, 48 h; Potency, µM (top dose mostly 38.3 µM), for the others: at the top dose activation, most hits filed as activators; actives 0.064% (n = 350,000);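 further: potency means the concentration at half of the fitted maximal effect; 100% = response of the positive control SU9516; nearly all actives have a fitted effect of over 60% in size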
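Alpha7betagal+/- myoblasts (passage 13) were plated 16-24 hr, then exposed to compounds (1:260 dilution of DMSO stock) for 48 hours at 37C. After MPER lysis, β-galactosidase reporter activity was read as FDG fluorescence (ex 480/em 540) after 30 minutes.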
Coupling enz – inhibits coupling enzyme system, counter-screen for aldolase hits | coupling enzyme system counterscreen, AmpLite Red fluorescence | activity change, negative = inhibition, % at 58.2 µM, hits read low | actives 0.67% (n = 290,000) | AID 2472; in the data active means activity change below about -30%; further: on the % scale 0 is the no-effect control and ±100 the full control effect
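Counterscreen lacking aldolase: glyceraldehyde-3-phosphate coupling-enzyme reagent preincubated 10 min at RT with compound (at 57.5 uM final), then substrate/coupling system with AmpLite Red added; fluorescence read at 525/598 nm after 20 min RT.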
KCNH2 3.1 block – blocks the human KCNH2 3.1 channel isoform. U2OS KCNH2 3.1, thallium flux FluxOr; stronger effect = lower value. activity change, % (tested at about 1.8 µM). actives 0.95% (n = 340,000). AID 720553;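 active means maximum activity change below -70%; inconclusive means maximum activity change from -70% to -50%; inactive means maximum activity change above -50%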;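 further: thallium influx rate constant from kinetic fluorescence after stimulation buffer; on the % scale 0 is the no-effect control and ±100 the full control effect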
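Thallium flux via FluxOr fluorescence (Red40 quencher, 45 min loading) in U2OS cells virally expressing the KCNH2 3.1 isoform (1.77 x 10^8 /mL virus, overnight at 37 C). Rate constants from 2-min kinetic reads post-stimulation, normalised to positive and negative controls.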
GALK inh – blocks human galactokinase activity; P51570; Purified GALK, Kinase-Glo residual ATP luminescence; Potency, µM (highest dose often 57.5 µM), without a hit: at the top dose activity change, negative = inhibition, hits mostly inhibitors; actives 0.007% (n = 270,000); AID 1868; further: potency means the concentration at half of the fitted maximal effect; on the % scale 0 is the no-effect control and ±100 the full control effect
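ATP-depletion format; final 35 uM ATP, 100 uM D-galactose, 5 nM enzyme; pH 8.0 HEPES/Mg2+ buffer; 60 min RT; luminescence read 10 min after detection reagent.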
An asterisk follows results filed as active; i = inactive; ? = inconclusive; . = not tested or not shown; [ ] = dose if it differs, or a comment. Unless noted, the call rests on the fitted dose curve; in most records, active means well fitted curve in the direction sought with a large enough effect; inconclusive means small, poorly fitted or top-dose-only effect, or another doubt; inactive means no such curve, though single readings can be large; an effect the other way counts as inactive or inconclusive.

structure	S-ASM inh	TRPV1 ag	MBNL1-CUG inh	AT treatment	KCNH2 WT inh	MLL CXXC-DNA inh	Integrin act MD	Coupling enz	KCNH2 3.1 block	GALK inh
O=C1C(Cc2ccccc2)NC(=S)N1Cc1ccccc1 (stereo not drawn)	-2.3%	4.2	-12.7%	-1.0%	-8.2	-23.1%	-3.0%	1.6	-10.1	-2.5%
COc1cc(/C=N\n2cnnc2)ccc1OCC(=O)Nc1ccc(C)cc1	3.4%	0.1	-12.2%	-6.8%	-2.3	-2.4%	-7.1%	3.6	0.9	-0.5%
CCN1CCN(C(CNS(=O)(=O)c2ccccc2)c2cccnc2)CC1 (stereo not drawn)	-1.0%	-2.8	-6.7%	0.0%	18.8	-18.1%	14.8%	.	-18.8	-5.6%
CCc1ccc2c(c1)c(N=NC1=NC(=O)CS1)c(O)n2C	-0.4%	-1.4	?	2.1%	5.6	-0.1%	22.8%	3.2	-1.9	0.8%
Oc1oc(-c2ccccc2Br)nc1/C=N/c1ccccn1	12.8%	19.8	?	-3.8%	.	25.8%	-26.1%	0.2	2.2	-2.4%
CC1(C)Cc2ccccc2C(N)=C1C#N	-0.7%	3.9	17.9%	6.0%	5.4	-0.8%	5.0%	-9.3	5.5	-2.9%
O=C(C1CCN(S(=O)(=O)N2CCC3(CC2)OCCO3)CC1)N1CCOCC1	-0.6%	-4.0	-9.0%	7.8%	-11.2	2.3%	-22.7%	0.3	14.1	-0.6%
NS(=O)(=O)c1ccc(NC(=S)NC(=O)C2CCCC2)cc1	-2.6%	-4.9	-0.6%	4.2%	0.5	35.0%	-10.2%	.	-0.7	-6.5%
COc1ccc(NC(=O)CSCC(=O)Nc2ccccc2N2CCCC2)cc1	2.5%	-0.5	.	0.7%	-13.7	.	?	.	10.4	.
COc1ccc(-n2c(C)c([N+](=O)[O-])c3ccc(O)c(CN(C)C)c32)cc1	-11.9%	1.8	?	-10.9%	5.1	1.7%	-10.1%	1.1	-30.6	4.4%
Cc1cccc(OCC(=O)Nc2cc(Cl)ccc2-n2cncn2)c1C	-3.9%	?	.	-0.6%	8.6	.	-41.8%	.	15.5	.
Cc1cccc2nc(-c3ccccc3)nc(N[C@@H](CO)c3ccccc3)c12	-4.3%	10.1	-8.4%	.	6.4	3.7%	-54.5%[inhibitor]	-6.7	7.3	0.1%
CC(=O)[C@@]12O[C@@H]1C[C@H]1[C@@H]3CC[C@H]4C[C@@H](O)CC[C@]4(C)[C@H]3CC[C@@]12C	-0.2%	-8.0	?	29.5%	-0.3	0.3%	31.4%	0.1	-2.4	-7.0%
CCc1nc(N=Nc2c(O)[nH]c3ccccc23)c2c3c(sc2n1)CCC3	-4.2%	4.4	.	1.3%	6.2	-18.9%	12.7%	-0.3	10.6	0.8%
O=C(NP(=O)(N1CCOCC1)N1CCOCC1)C1=C(N2CCOCC2)/C(=C\c2ccccc2)CC1	i	5.5	8.1%	2.4%	1.0	-0.2%	-20.6%	-0.5	11.4	-1.0%
O=C(c1ccccc1)c1nc2c(n1O)CCCCC2	0.4%	2.2	4.5%	-7.7%	-3.9	-3.2%	16.2%	-2.9	-33.8	-0.5%
CCOc1ccc(OCc2ccc(C(=O)Nc3ccc(Cl)cn3)o2)cc1	42.8%[activator]	11.9	-2.7%	-4.5%	-1.8	7.6%	-5.3%	-1.4	-5.0	0.0%
CCN1CCCC1CNC(=O)CSCc1nc(-c2ccccc2C)oc1C (stereo not drawn)	1.5%	0.3	3.2%	-4.1%	7.2	5.5%	-49.8%[inhibitor]	1.9	-9.7	-2.5%
O=C(NCCc1ccccn1)c1cc(-c2ccc(Cl)c(Cl)c2Cl)nc2ccccc12	-6.2%	24.6	-11.3%	-5.6%	-1.9	1.7%	-22.5%	-4.4	-25.9	0.7%
COc1cc(C(=O)NCC(=O)N/N=C/c2ccccn2)cc(OC)c1OC	5.4%	-0.4	8.5%	-1.3%	2.6	2.1%	-20.3%	2.4	-17.9	0.2%
CCn1c(SCC(=O)NCc2ccc3c(c2)OCO3)nnc1-c1ccncc1	10.7%	-3.5	-3.5%	-0.5%	0.6	24.2%	-29.4%	-1.9	-3.5	7.2%
NC(=O)c1c(NC(=O)c2cccs2)sc2c1CCCCCC2	1.3%	1.4	0.5%	2.6%	12.8	-6.2%	10.6%	0.6	-3.1	3.6%
Cc1ccc(C)c(Oc2cc(F)nc(N)n2)c1	4.4%	-2.6	-1.5%	-8.8%	-9.6	25.1%	15.8%	0.1	-0.2	0.3%
CCc1ccc(N2C(=O)C3NN=C(C(=O)OCc4ccccc4)C3C2=O)cc1 (stereo not drawn)	-1.0%	2.4	7.2%	1.2%	-9.3	-6.0%	-9.2%	0.9	-3.8	0.8%
Cc1ccc(NC(=S)Nn2cnnc2)cc1	0.0%	-1.9	-5.2%	-2.9%	.	-1.5%	26.1%	1.1	4.9	0.2%
CCC1CCCCN1CCCNC(=O)c1csc2c1CCCCC2 (stereo not drawn)	0.3%	0.4	-4.4%	-3.5%	10.6	-5.2%	-41.4%	.	6.4	-5.2%
Brc1ccc(C2Nc3cccc4cccc(c34)N2)s1	-6.7%	4.2	.	6.0%	-8.6	1.5%	19.1%	-5.1	-4.5	1.4%
O=C(O)c1ccc(NS(=O)(=O)c2ccc3nnn(O)c3c2)cc1	2.1%	-5.0	1.1%	-0.2%	1.5	12.5%	3.8%	6.3	4.6	0.3%
Nc1ccc(SC(F)(F)F)cc1C(=O)c1ccccc1	-6.4%	21.4	-2.1%	13.4%	1.9	3.5%	21.3%	0.3	-10.6	-0.4%
Cc1ccccc1-n1ncc(C(C)NC(=O)c2ccco2)c1C (stereo not drawn)	5.7%	0.5	1.9%	-0.2%	-0.2	9.4%	-20.9%	0.0	5.4	2.1%

Record cards, from the list above. Values in the order: S-ASM inh, TRPV1 ag, MBNL1-CUG inh, AT treatment, KCNH2 WT inh, MLL CXXC-DNA inh, Integrin act MD, Coupling enz, KCNH2 3.1 block, GALK inh
Profile of Cc1ccc(C)c(Oc2cc(F)nc(N)n2)c1 → 4.4%, -2.6, -1.5%, -8.8%, -9.6, 25.1%, 15.8%, 0.1, -0.2, 0.3%
Profile of O=C(NP(=O)(N1CCOCC1)N1CCOCC1)C1=C(N2CCOCC2)/C(=C\c2ccccc2)CC1 → i, 5.5, 8.1%, 2.4%, 1.0, -0.2%, -20.6%, -0.5, 11.4, -1.0%
Profile of NS(=O)(=O)c1ccc(NC(=S)NC(=O)C2CCCC2)cc1 → -2.6%, -4.9, -0.6%, 4.2%, 0.5, 35.0%, -10.2%, ., -0.7, -6.5%

Next section:
Every second line gives: S-ASM inh | TRPV1 ag | MBNL1-CUG inh | AT treatment | KCNH2 WT inh | MLL CXXC-DNA inh | Integrin act MD | Coupling enz | KCNH2 3.1 block | GALK inh
- Cc1nc2ccc(NC(=S)N3CCOCC3)cc2nc1C
    5.0% | 0.6 | 11.0% | 0.4% | . | -6.9% | 0.0% | -25.4 | -12.7 | -0.6%
- COc1cccc(/C=N/NC(=O)c2cc3c(OC)cccc3[nH]2)c1OC
    -7.9% | 17.3 | -9.1% | 2.7% | -1.0 | ? | 1.6% | -1.3 | 1.0 | -1.9%
- O=C(Nc1nc(-c2cccs2)c(-c2ccccc2)s1)c1ccco1
    -10.0% | -4.0 | 18.1% | 29.3% | 12.0 | -4.5% | 7.3% | 1.2 | -10.2 | 2.0%
- Cc1cc(C)c2ccc(Cl)cc2n1
    2.3% | -1.6 | -6.7% | 0.7% | -26.4 | 17.9% | 0.0% | -9.6 | 4.4 | 0.5%
- CCOC(=O)CSc1nc2c(cnn2-c2ccc(C)cc2)c(=O)[nH]1
    0.5% | . | 16.5% | 0.2% | -11.1 | -4.3% | -8.7% | 5.0 | 1.1 | -3.8%
- Cc1ccc(S(=O)(=O)Cc2ccc(C(=O)N3CCC(C)CC3)cc2)cc1
    1.0% | 0.2 | -10.4% | 11.4% | -6.6 | 42.7%[activator] | 4.5% | . | . | 2.0%
- NC(=S)Nc1cccc2[nH]ccc12
    2.2% | -0.6 | . | -5.1% | 17.1 | 15.9% | -5.4% | 0.9 | -10.8 | -1.2%

Bioassay records from PubChem BioAssay.
